# Bioassay records (PubChem)
# S1P3 antag: S1P3 (human) receptor antagonism; Q99500; CHO S1P3 NFAT-BLA reporter, FRET fluorescence, antagonist mode; inhibition, % at 4.98 µM; 0.27% of 170,000 active;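 active = inhibition above the plate cutoff, the mean inhibition of test wells on that plate plus 3 SD, cut at about 28% in these data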;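 note: cells challenged with S1P at its EC80 of 0.8 µM; blue over green emission ratio from cleaved BLA substrate after 4 h stimulation; 0% = S1P-stimulated wells and 100% = unstimulated DMSO-only wells; some compounds past the cut are filed as inactive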
# Target sequence (Q99500 whole entry, looked up): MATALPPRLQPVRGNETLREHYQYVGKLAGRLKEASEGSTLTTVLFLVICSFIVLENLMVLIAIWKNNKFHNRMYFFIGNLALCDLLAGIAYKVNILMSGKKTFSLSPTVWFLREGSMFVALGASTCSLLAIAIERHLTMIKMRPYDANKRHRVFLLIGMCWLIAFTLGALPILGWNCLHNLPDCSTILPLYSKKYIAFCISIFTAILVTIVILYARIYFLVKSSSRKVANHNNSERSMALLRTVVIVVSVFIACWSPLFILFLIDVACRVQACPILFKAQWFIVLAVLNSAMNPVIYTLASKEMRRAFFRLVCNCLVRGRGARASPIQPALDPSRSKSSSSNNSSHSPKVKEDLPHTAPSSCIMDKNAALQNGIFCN
# ROMK mod: modulates human ROMK potassium channel activity; P48048; AID 1918; 2% of 130,000 active; Tet-inducible ROMK, thallium flux fluorescence; actives lie on both sides; B-score at 10 µM;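 active = signal ratio slope over the read window, or its plate-corrected B-score, at least 3 SD from the plate mean, either direction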;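 note: B-score of the F/F0 ratio slope over 7 to 12 s after thallium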
# Target sequence (P48048 whole entry, looked up): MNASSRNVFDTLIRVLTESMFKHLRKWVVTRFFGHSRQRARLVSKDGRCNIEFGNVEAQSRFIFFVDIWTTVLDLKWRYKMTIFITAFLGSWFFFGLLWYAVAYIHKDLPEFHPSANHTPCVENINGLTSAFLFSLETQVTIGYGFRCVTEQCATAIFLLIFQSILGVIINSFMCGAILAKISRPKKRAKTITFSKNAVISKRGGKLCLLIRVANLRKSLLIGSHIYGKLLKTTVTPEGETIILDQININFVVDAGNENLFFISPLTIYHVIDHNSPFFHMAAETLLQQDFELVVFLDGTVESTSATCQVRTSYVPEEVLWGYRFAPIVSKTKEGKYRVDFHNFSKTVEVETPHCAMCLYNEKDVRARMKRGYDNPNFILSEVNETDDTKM
# * marks the source's active call; other numbers are inactive results.
# Values run as follows: ROMK mod | S1P3 antag
> Cc1ccccc1NC(=O)Nc1cc(-c2ccccc2)nn1C
    -2.1 | -7
> O=C(C[n+]1cc(-c2ccc(Cl)cc2)n2c1CCC2)Nc1nc(-c2ccc(F)cc2)cs1
    -5.8* | 6
> CC(C)=NNC(=O)C1=NNC(=O)C1
    -0.23 | 10
> O=C(NCc1nc(-c2ccc(C(F)(F)F)cc2)no1)Nc1cc(Cl)cc(Cl)c1
    0.099 | -5
> COc1ccc(-n2c(-c3ccco3)nc3c(cnn3-c3ccccc3C)c2=O)cc1
    0.38 | -5
> Cc1cccc(N2CCN(C(=O)c3ccc4nc(N5CCCCC5)sc4c3)CC2)c1C
    0.61 | -10
> COc1ccccc1-c1nc(=S)c(C(C)=O)c(C)[nH]1
    0.17 | -6
> COc1ccc(CN2C(=O)c3cccc4cccc(c34)C2=O)cc1
    0.23 | 9
> Cc1ccc(-n2nc(C)c3c(C)c(CCC(=O)Nc4ccc(CN5CCCC5)cc4)c(C)nc32)cc1
    -1.8 | 2
> O=C(Nc1cccc(-c2nc3cccnc3s2)c1)c1ccc(Cl)nc1
    -1.8 | 8
> COC(=O)C1=C(C)NC(C)=C(C(=O)OC)C1c1ccc(C)o1
    -0.44 | 8
> COc1ccc(/C=C/c2cc(C(=O)O)c3ccccc3n2)cc1
    -1.5 | 0
> O=C(c1cccc(F)c1)N1CCN(S(=O)(=O)Cc2ccccc2)CC1
    -0.84 | -3
> COc1ccccc1NC(=S)NC1CCCCCCCCCCC1
    -0.39 | 0
> CN(C)c1ccc(C=NC(CO)C(O)c2ccc([N+](=O)[O-])cc2)cc1 (stereo not given)
    -1.4 | -1
> CN1C2=CC=CC=CC2=[N+](C)C12C([N+](=O)[O-])=CC(=[N+]([O-])[O-])C=C2[N+](=O)[O-] (stereo not given)
    -1.7 | 4
> COc1ccc2nc3ccccc3nc2c1N
    -0.068 | -1
> CC(C)Cn1c(S(=O)(=O)O)nc2ccccc21
    1.5 | -12
> CS/C(=C\C(=O)c1ccco1)Nc1ccccc1Cl
    0.63 | 18
> C/C(=N\NC(=O)Cn1nc(C)c([N+](=O)[O-])c1C)c1ccc(Cl)s1
    -0.084 | -1
> O=C(Nc1cccc(F)c1)N1CCC(n2c(=O)[nH]c3ccccc32)CC1
    -0.017 | -11
> COC(=O)c1c(NS(=O)(=O)c2ccccc2)csc1C
    -0.26 | -1
> Cc1cc(C)c2cc(C(=O)N3CCC(Cc4ccccc4)CC3)[nH]c2c1
    0.81 | -6
> COc1ccccc1C(C[N+](=O)[O-])c1c(N)n(C)c(=O)n(C)c1=O (stereo not given)
    -1.9 | -46
> O=C(CSc1nnc(-c2ccccc2)n1-c1ccc(Cl)cc1)N/N=C/c1ccccc1C(=O)O
    2.1 | 0
> Cc1nccn1CC(=O)N/N=C/c1c[nH]c2ccccc12
    0.036 | -3
> c1ccc(CN2CCOCCOCCOCC2)cc1
    0.61 | 6
> O=C(N/N=C/c1ccncc1)NC12CC3CC(CC(C3)C1)C2
    1.1 | 2
> COc1ccc(CC(=O)NNC2=Nc3cccc4cccc2c34)cc1OC
    -0.019 | -1
> O=C1[C@@H]2C(c3cccnc3)=NO[C@@H]2C(=O)N1c1ccc2ccccc2c1
    -0.99 | -6
> Cc1nn(-c2ccccc2)nc1C(=O)c1c(C)[nH]n(-c2ccccc2)c1=O
    1.5 | 5
> Cc1[nH]c2ccccc2c1/C=N/NC(=O)c1cc(-c2ccccc2)n[nH]1
    0.0084 | 14
> Cc1nc(-c2ccc(S(=O)(=O)N3CCN(Cc4ccccc4)CC3)s2)cs1
    -0.64 | -2
> Clc1ccc(-c2nnc(C3CC3)o2)cc1
    -0.42 | 8
> COc1cccc(F)c1C(=O)NC(=O)Nc1ccc2nc(C)oc2c1
    0.29 | -5
> CC(C)C(=O)NNC(=O)c1csc(-c2cccs2)n1
    0.095 | 12
> O=c1c(-c2ccc([N+](=O)[O-])cc2)coc2c(O)c(O)ccc12
    0.21 | 3
> Cc1nc2ccccn2c1C(=O)NNC(=S)Nc1ccccc1
    0.35 | -5
> CC(/C=N/Nc1ccc2nncn2n1)=C\c1ccccc1
    0.62 | -17
> Cc1csc2c(=O)sc(NC(=O)c3cccs3)nc12
    -0.31 | -7
> C=CCC(Nc1ccccc1)c1ccc(OC)c(OC)c1 (stereo not given)
    -0.54 | -5
> CCOC(=O)c1ccc(N2C(=O)CC(C)(CC)CC2=O)cc1
    -0.55 | -5
> Clc1cnc2nc(SC/C=C/c3ccccc3)[nH]c2c1
    -0.37 | 10
> CC(C)(C)C(=O)O/N=C(\N)c1ccc(Oc2cc(Cl)cc(Cl)c2)c([N+](=O)[O-])c1
    -1.1 | 10
> CC(=O)Nc1ccc(N/C=C2/CCCC2=O)cc1
    -1 | 3
> O=C(Nc1ccc(Cl)cc1)Nc1ccc(N2CCC(C(F)(F)F)CC2)nc1
    -0.64 | -20
> Cc1ccc(/C(O)=C/c2nc3cc(C)ccc3oc2=O)cc1
    -2.4* | 4
> CC(C)Cc1cc(C(=O)Nc2ccc(Br)cc2)no1
    -0.33 | 2
> O=C(CCN1CCCCC1)N/N=C/c1c[nH]c2ccccc12
    1.4 | -6
> NC(=S)N/N=C/c1coc2ccc(Br)cc2c1=O
    0.051 | -8

# (more compounds)
# Values run as follows: ROMK mod | S1P3 antag
> Cc1c2c(=O)n(-c3nc4ccccc4s3)nc-2cc(O)n1Cc1ccccc1
    1.2 | -7
> CCN(C(=O)c1cc2c(=O)[nH]c3ccc(C)cc3c2s1)c1cccc(C)c1
    0.037 | 8
> CCOC(=O)C1=C(C)Nc2nc3ccccc3n2C1c1ccc(O)cc1 (stereo not given)
    -0.3 | 3
> CC1CC(C)CN(CCCNC(=O)C2CCN(c3ncnc4c3sc3cccc(F)c34)CC2)C1 (stereo not given)
    -1.4 | -14
> COc1ccc(N2C(=O)C3C(C2=O)C(C(=O)c2ccc(Cl)cc2)N2CCCC32)cc1 (stereo not given)
    0.86 | -8
> O=S(=O)(c1ccc(S(=O)(=O)N2CCC3(CC2)OCCO3)cc1)N1CCCC1
    0.63 | -15
> Cc1cc(NNC(=O)Nc2cccc(Cl)c2)nc2c1c(C)nn2C
    -1.1 | 32*
> COc1cccc(NC(=O)C/C(C)=N/NC(=O)c2ccccc2Cl)c1
    0.53 | 1
> NS(=O)(=O)c1ccc(NC(=O)COC(=O)Cc2ccc(Cl)cc2)cc1
    0.021 | -14
> COC(=O)c1sc(-c2ccc(C(C)(C)C)cc2)cc1NC(=O)c1ccccc1C(=O)O
    2.3 | 7
> O=C(Oc1c(-c2ccccc2)c(=O)n2c3c(cccc13)CC2)c1ccc(Cl)cc1
    0.62 | -16
> CC(C)(CO)Nc1nc(Cl)nc(NC2CCCCC2)n1
    -0.24 | 2
> O=C(N/N=C/c1ccccn1)C(O)c1ccccc1 (stereo not given)
    0.26 | 13
> N=c1c2c(ncn1CCCO)Oc1ccc3ccccc3c1C2c1ccccc1 (stereo not given)
    -1.2 | -4
> CC1CC(C)CN(CCCNC(=O)c2cn(C)c3ccc(S(=O)(=O)N4CCCC4)cc3c2=O)C1 (stereo not given)
    0.083 | -28
> COc1ccc(-c2ccc3c(N)c(C(=O)NC(C)C)sc3n2)cc1OC
    -0.055 | 4
> COc1ccc(CNC(=O)Cn2ncn3c(cc4ccccc43)c2=O)cc1
    -0.11 | 1
> O=C(Cn1cncn1)N/N=C/c1ccccc1O
    0.13 | -7
> Clc1ccccc1OCc1nn[nH]n1
    0.96 | -4
> Cc1nc(SC(C(N)=O)c2ccccc2)c(C#N)c(C)c1C (stereo not given)
    -0.48 | -2
> COc1cccc(NC(=O)C(Cc2ccccc2)n2cccc2)c1 (stereo not given)
    -0.011 | 7
> Cc1cc(C)c2c(n1)sc1c(=O)n(Cc3ccc(F)cc3)cnc12
    -0.56 | 3
> CN(C)CC(CCC(CN(C)C)C(=O)c1ccccc1)C(=O)c1ccccc1 (stereo not given)
    -3.2* | 8
> O=C(Nc1ccccc1)Nc1csc2ccccc12
    -1.3 | 0
> CC(C)(C)CC(C)(C)c1ccc(OCC(=O)N/N=C/c2ccc(S(=O)(=O)O)o2)cc1
    0.41 | -13
> COc1ccc(NC(=O)C2CC(=O)N/C(=N/NC(=O)c3ccc(Cl)cc3)S2)cc1 (stereo not given)
    -0.71 | -8
> COc1ccc(/C=N/NC(=O)c2cccnc2)cc1CN1CCc2ccccc2C1
    1.3 | -2
> O=C(c1cccc([N+](=O)[O-])c1)N1CCN(C/C=C/c2ccccc2)CC1
    -0.076 | -3
> S=C(N/N=C/c1cccc2ccccc12)Nc1cccc(Cl)c1
    0.7 | 3
> COc1ccc(-n2c(SCC(=O)N/N=C(\C)c3cccnc3)nc3ccccc3c2=O)cc1
    1.6 | 4
> CCOc1ccc(N2CC(C(=O)N/N=C/c3sccc3C)CC2=O)cc1 (stereo not given)
    0.29 | -9
> CC(CCc1ccccc1)NCC#N (stereo not given)
    0.09 | 7
> COc1ccc(Cl)cc1NC(=O)CCN1CCOCC1
    -0.043 | -11
> CCCNC(=O)Nc1cc(S(=O)(=O)CC)ccc1O
    1.6 | -11
> O=Cc1sc([O-])nc1-[n+]1ccc2ccccc2c1
    -1.5 | -5
> CCCc1nc2sc3c(c2c(=O)n1NC(=O)CCC(=O)OC)CCCC3
    0.95 | 0
> CC1CN(Cc2ccccc2)c2nc3c(c(=O)[nH]c(=O)n3C)n2C1 (stereo not given)
    -0.0053 | 9
> CCC[N+](CC#CCO)(CC#Cc1ccccc1)CCC
    0.16 | -20
> CCc1nc(SCC(=O)NCCc2ccccc2)c2c(=O)n(C)c(=O)n(C)c2n1
    -0.88 | 11
> CN(CCS(=O)(=O)c1ccc(Cl)cc1)Cc1cccnc1
    0.48 | -2
> COc1cc(/C=N/NC(=O)Cn2cnc3c2c(=O)n(C)c(=O)n3C)ccc1O
    0.33 | -5
> CC1CCCC(NC(=O)C2CCC(CNc3c(N4CCCCC4)c(=O)c3=O)CC2)C1C (stereo not given)
    -0.54 | -16
> CCOC(=O)C(Sc1cc(-c2ccccc2)nc2ncnn12)C(C)=O (stereo not given)
    0.17 | -2
> Cc1noc(-c2ccc(C(F)(F)F)cc2)c1NC(=O)Nc1ccc(Cl)cc1
    1.3 | 9
> CC(=O)C1C(=O)CC(c2ccc(Cl)cc2)CC1=O (stereo not given)
    -0.95 | -4
> CCCCNc1nc2cccnc2s1
    0.056 | -6
> O=c1c(CO)cc(CO)cc(CO)c1O
    -0.27 | 1
> Cc1nc([N+](=O)[O-])cn1CCC#N
    -0.61 | -7
> Clc1ccc(CNc2ccc(CNc3ncn[nH]3)cc2)c(Cl)c1
    -1.1 | 8
> O=C(Nc1nccs1)c1cn2ccccc2n1
    0.00084 | -14

# Arranged by formula weight (rising): part of the list above
# Values run as follows: ROMK mod | S1P3 antag
> O=C(N/N=C/c1ccncc1)NC12CC3CC(CC(C3)C1)C2
    1.1 | 2
> CCOC(=O)c1ccc(N2C(=O)CC(C)(CC)CC2=O)cc1
    -0.55 | -5
> O=C(CSc1nnc(-c2ccccc2)n1-c1ccc(Cl)cc1)N/N=C/c1ccccc1C(=O)O
    2.1 | 0

# Next section.
# Values run as follows: ROMK mod | S1P3 antag
> COc1ccccc1CNC(=O)Cn1c(=O)oc2cc(Cl)ccc21
    -0.012 | -10
> O=C(CNc1ccccc1C(=O)O)c1ccccc1
    0.021 | -2
> CC(=O)c1ccc(N2C(=O)[C@@H]3[C@H](C2=O)[C@H]2c4ccccc4C=NN2[C@@H]3C(C)=O)cc1
    1.9 | -7
> O=C(CSC1CS(=O)(=O)c2cc([N+](=O)[O-])ccc21)NNC(=O)c1ccc(Cl)cc1 (stereo not given)
    -0.29 | 9
> Cc1ccc2nc(C)c3c(c2c1)SCC3
    0.019 | 9
> OC(CC#CCN1CCCC1)(c1ccccc1)c1ccccc1
    0.15 | 5
> O=C1NC(=S)N/C1=C/c1cccnc1
    1.2 | 7
> O=C(NNC(=O)c1nn(-c2ccc(F)cc2)ccc1=O)Nc1cccc(Cl)c1
    0.4 | 10
> CNC(=O)c1c(NC(=O)c2ccc(S(=O)(=O)N3CCCc4ccccc43)cc2)sc2c1CCN(C)C2
    -1.9 | -9
> NC(=S)Cc1ccc(Cl)cc1Cl
    0.47 | 3
> CCOC(=O)c1c(NC(=O)CCNCc2ccco2)sc2c1CCC2
    -0.5 | 1
> Nc1nonc1-n1nnc(C(=O)N/N=C/C2CC=CCC2)c1CSc1ccccc1 (stereo not given)
    -0.56 | -5
> CC1CCCCC1NC(=O)c1ccc(S(=O)(=O)NNC(=O)c2ccncc2)cc1 (stereo not given)
    -0.16 | -9
> CC1Cc2cc(/C=C3/SC(N4CCC(C(N)=O)CC4)=NC3=O)ccc2O1 (stereo not given)
    -0.0089 | -5
> CCCCC#Cc1cncc(C(=O)NN)c1
    -1.2 | -3
> O=S(=O)(O)c1nc2ccccc2[nH]1
    0.62 | -15
> NC(=O)c1sc2nc(-c3cccnc3)ccc2c1N
    -0.93 | -6
> CC(=O)Nc1c(O)nc(C)[nH]c1=O
    0.14 | -13
> CN1CCN(C(=O)C23CC4CC(C)(CC(C)(C4)C2)C3)CC1
    0.41 | 3
> COCCn1c(N)c(C(=S)NC(=O)c2cccs2)c(=O)[nH]c1=O
    1.3 | -21
> COc1ccc(NC(=O)c2cc(S(=O)(=O)Nc3ccc(OC)cc3)cs2)cc1
    0.58 | -7
> O=C(O)COc1ccccc1/C=N/NC(=O)CSc1nc2ccccc2c(=O)n1-c1ccccc1
    -0.47 | 18
> COc1cccc(-n2c(O)c(C=NCc3ccccn3)c3ccccc3c2=O)c1
    0.31 | 17
> NS(=O)(=O)c1ccc(C(=O)Nc2ccc(-c3nc4cccnc4s3)cc2)cc1
    -0.91 | 1
> CCC1S/C(=N/N=C/c2ccco2)N(Cc2ccc(F)cc2)C1=O (stereo not given)
    0.061 | -4
> O=C(NC(=O)N1CCCC1)c1csnn1
    -1.5 | 5
> CCS(=O)(=O)NCCc1csc(-c2ccc(OC)c(OC)c2)n1
    -0.42 | 18

# These rows are one share of the data, so the mix of outcomes need not match the whole.
